# Compound activity as filed in PubChem BioAssay.
# eLon inh: inhibitors of E. coli Lon protease. P0A9M0. purified E. coli Lon protease, fluorescence polarization. inhibition, % at 7.94 µM. 360,000 tested, 0.42% active; in the data active = inhibition above about 13%, passing the limit was not always enough;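 also: 0% = enzyme with probe and DMSO and 100% = no enzyme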
# FAS TE block: blocks the thioesterase domain of human fatty acid synthase | inhibition, % at 15 µM | recombinant FAS-TE, OMFH fluorogenic substrate, fluorescence endpoint | AID 602261 | 360,000 tested, 0.67% active;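 active = compounds whose normalised, plate-corrected inhibition of enzyme fluorescence in the single-dose primary screen is 50% or more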;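 also: 0% = DMSO with enzyme and 100% = substrate without enzyme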
# MLLE-PAM2 inh: blocks PAM2 peptide binding to the PABP1 MLLE domain; GST-MLLE / FITC-PAM2 fluorescence polarization; inhibition, % at 20 µM; 360,000 tested, 0.36% active; AID 588489; in the data active = inhibition above about 35%, passing the limit was not always enough;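 also: plate controls were DMSO wells with GST-MLLE for no effect and wells lacking GST-MLLE protein for full effect; some results filed as inactive read as strong as hits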
# Target sequence (P11940 whole entry, looked up, the tested form may be a part): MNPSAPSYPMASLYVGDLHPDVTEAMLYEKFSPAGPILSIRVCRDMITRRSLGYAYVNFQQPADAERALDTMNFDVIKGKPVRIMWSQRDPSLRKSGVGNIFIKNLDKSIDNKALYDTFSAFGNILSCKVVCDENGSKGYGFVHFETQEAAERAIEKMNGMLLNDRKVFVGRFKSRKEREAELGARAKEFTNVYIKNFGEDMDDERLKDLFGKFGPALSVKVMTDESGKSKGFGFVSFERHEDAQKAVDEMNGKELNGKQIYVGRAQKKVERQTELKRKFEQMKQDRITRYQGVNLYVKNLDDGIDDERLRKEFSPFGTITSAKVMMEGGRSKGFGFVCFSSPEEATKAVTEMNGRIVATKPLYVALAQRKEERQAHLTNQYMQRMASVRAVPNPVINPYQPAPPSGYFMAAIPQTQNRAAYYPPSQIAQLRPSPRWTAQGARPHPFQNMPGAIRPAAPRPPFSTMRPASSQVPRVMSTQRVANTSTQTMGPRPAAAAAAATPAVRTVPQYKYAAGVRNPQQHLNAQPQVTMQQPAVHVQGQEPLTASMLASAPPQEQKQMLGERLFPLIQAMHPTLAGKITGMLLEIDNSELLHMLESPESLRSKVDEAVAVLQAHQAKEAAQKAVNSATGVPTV
# MsrA inh: bovine MsrA inhibition. inhibition, % at 15.5 µM. purified bovine MsrA, absorbance read-out. 360,000 tested, 0.75% active. AID 651718; in the data active = inhibition above about 4.5%;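 also: 0% = vehicle wells with enzyme and 100% = reference inhibitor wells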
# MT1-MMP act inh: inhibitors of human MT1-MMP activation; HT1080 RFP-PRO-GFP cells, GFP/RFP ratio fluorescence, overnight; percent of plate control window, DMSO zero; 360,000 tested, 0.061% active; P50281; GFP/RFP ratio change, % at 20 µM;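 active = GFP/RFP ratio change of at least 30% with cell ATP level not reduced by more than half and red fluorescence within 50% of control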; also: strong numbers were not always called active
#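 Compound: 20 µM single dose, 1% DMSO / System: HT1080 RFP-PRO-GFP cells / Controls: DMSO and RFP-L50D-GFP cell wells / Read-out basis: GFP/RFP fluorescence ratio / Schedule: overnight compound exposure at 37 °C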
# CSN deneddyl inh: blocks human CSN-mediated cullin deneddylation; 360,000 tested, 0.38% active; Q92905; inhibition, % at 12.5 µM; Purified CSN, SCF-Nedd8-OG deneddylation, fluorescence polarization;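 active = pattern-corrected inhibition above about 35%, with an unprinted fluorescence ratio check between 0.5 and 1.5, limit read from the data, passing the limit was not always enough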;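 also: 0% = enzyme with substrate and 100% = substrate without enzyme; some results filed as inactive read as strong as hits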
#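 Assay system: purified human Csn5 enzyme expressed in HEK293T cells; measure: % inhibition; also added: SCFSkp2-Nedd8OG substrate at 10 nM final; technique: fluorescence polarization; times: reaction 90 min, room temperature; medium: Tris buffer pH 7.5, NaCl, DTT, Tween-20, trehalose, ovalbumin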
# Rin1 Abl inh: blocks binding of human Rin1 to Abl. inhibition, % at 7.35 µM. P00519+Q13671. 360,000 tested, 0.4% active. TR-FRET Rin1/Abl binding, biochemical; in the data active = inhibition above about 5%, passing the limit was not always enough
# Rpn11 inh: blocks the human proteasome subunit Rpn11; human 26S proteasome, Ub4-pepOG fluorescence polarization; 20S core pre-blocked with epoxomicin; calls only at 20 µM; 360,000 tested, 0.59% active;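 active = inhibition at 20 µM, scaled to each plate's controls, above about 33%, limit read from the data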
# Target sequence (O00487 whole entry, looked up): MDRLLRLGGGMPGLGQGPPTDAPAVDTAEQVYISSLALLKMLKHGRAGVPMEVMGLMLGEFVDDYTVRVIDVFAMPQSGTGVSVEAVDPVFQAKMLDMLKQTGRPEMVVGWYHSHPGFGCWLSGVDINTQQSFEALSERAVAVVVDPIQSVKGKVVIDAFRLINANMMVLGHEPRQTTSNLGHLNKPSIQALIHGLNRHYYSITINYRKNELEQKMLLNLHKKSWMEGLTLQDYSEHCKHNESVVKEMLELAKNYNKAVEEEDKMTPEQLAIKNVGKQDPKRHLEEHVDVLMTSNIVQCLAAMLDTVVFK
# MsrA act: activators of bovine methionine sulfoxide reductase A. AID 602163. 360,000 tested, 0.3% active. activation, % at 10.6 µM. purified bovine MsrA, absorbance read-out; in the data active = activation above about 7.5%;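 also: 0% = vehicle and 100% = reference activator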
# Numbers without * were called inactive; i = inactive; nt = not tested or not shown.
Structure	eLon inh	FAS TE block	MLLE-PAM2 inh	MsrA inh	MT1-MMP act inh	CSN deneddyl inh	Rin1 Abl inh	Rpn11 inh	MsrA act
Cc1cc(C)n2nc(CC(=O)NCc3ccccc3Cl)nc2n1	5	-6	-19	0.2	3	1	-2	i	-3
O=C(NCc1ccccc1)c1ccc(CS(=O)Cc2ccc(Cl)cc2)o1 (stereo not given)	2	-5	13	-0.9	2	3	1	i	-6
CCCn1nnnc1SCC(=O)N(C(C)C)C(C)C	2	-9	18	-1.0	-2	9	-3	i	-11
CCOc1ccc([N+](=O)[O-])cc1CNC1CCCCCCC1	-11	6	-1	1.0	-2	-3	0	i	0
O=C(c1ccc2c(c1)OCO2)N1CCN(c2ccc(Cl)cc2)CC1	-10	6	14	0.8	3	-2	1	i	-2
Cc1cc(NC(=O)COC(=O)CCNS(=O)(=O)c2c(Cl)cccc2Cl)no1	14	4	-40	-0.4	-7	-4	-1	i	-2
Cc1cc(C)c(-n2c(SCC(=O)N3CCOCC3)n[nH]c2=O)c(C)c1	-13	-1	-3	-1.0	1	1	-1	i	-10
CCCNC(=O)C1(C)CCCN(Cc2c(C)nn(-c3ccccc3)c2C)C1 (stereo not given)	-7	-5	-5	-1.8	2	-1	-1	i	-3
CCOC(=O)CCc1c(C)nc2cc(-c3ccc(F)cc3)[nH]n2c1=O	8	0	10	0.1	1	0	1	i	-2
CC(C)Oc1ccc(C(=O)OCC(=O)NC2CCCCCC2)cc1	8	10	-11	-0.4	nt	-3	0	i	-1
O=C(COC(=O)Cc1ccc(Cl)cc1)NCc1ccc2c(c1)OCO2	0	-3	-7	2.2	5	0	2	i	-5
COc1ccc(CCNC(=O)COC(=O)Cn2cnc3ccccc3c2=O)cc1	3	-7	3	0.9	6	-1	-2	i	-5
NC(=O)CC[C@@H]1NC(=O)[C@H](Cc2ccc(O)cc2)NC(=O)c2cc([N+](=O)[O-])cc(F)c2OCC[C@@H](C(N)=O)NC1=O	3	-6	8	1.0	-1	-1	2	i	-1
COc1cc(OC)cc(-c2nc(-c3ccccc3)no2)c1	-8	22	3	-1.9	-8	2	1	i	-8
COc1ccc(CCNC(=O)c2cc(S(=O)(=O)N3CCCCCC3)ccc2OC)cc1OC	11	-1	7	-0.1	-1	-5	2	i	-1
CC(CN1CCC(n2nccc2NC(=O)c2ccccc2Cl)CC1)c1ccccc1 (stereo not given)	12	1	23	-0.1	0	1	-1	i	1
Cc1ccc(NC(=O)[C@H](C)NC(=O)C2CCN(C(=O)[C@H](CC(C)C)NC(=O)OC(C)(C)C)CC2)cc1	6	-3	-3	-0.8	0	-1	0	i	-10
Cc1cc(S(=O)(=O)Nc2nc(CN3CCOCC3)nc3sc4c(c23)CCCC4)ccc1F	-13	-1	3	0.8	6	6	3	i	-2
c1c[nH]c(CN2CCN(Cc3ncc[nH]3)CC2)n1	-16	-4	13	1.6	-2	-6	-2	i	-3
Cn1nnnc1SCCNCC#Cc1ccccc1	0	0	-6	-0.6	-2	-4	-4	i	-4
Cc1occc1-c1nnc(SCC(=O)Nc2ccc(F)cc2)n1Cc1ccccc1	-9	9	2	0.9	-9	4	1	i	-12
CSCC[C@H](NC(=O)OC(C)(C)C)C(=O)N/N=C/c1cccc2cccnc12	11	-3	11	0.9	6	0	-2	i	-1
CC(C)n1nnc2c(=O)oc3ccccc3c21	-8	-12	13	-0.2	0	-5	1	i	-1
COc1ccccc1N1CCN(c2ccc([N+](=O)[O-])cc2Cl)CC1	3	36	-4	0.9	-7	-14	5	i	-13
Cc1ccc(-n2nc3c(=O)n(CC(=O)NCCc4ccco4)nc(C)c3c2C)cc1	36*	-5	-7	2.0	-2	0	3	i	-2
CC(C)c1ccc(NC(=O)CCCN2C(=S)NC(C)(C)CC2C)cc1 (stereo not given)	-2	9	-85	0.5	8	-3	5	i	-13
Cc1cc(C)nc(SCc2nc3ncccn3c2Br)n1	3	-7	-12	1.7	-1	-5	-1	i	-4
CC1(C)Oc2ccc3ccc(=O)oc3c2-c2cnoc21	-7	-10	-136	0.9	-1	-4	-1	i	-12
CCN(CC)CCN=c1c(C)nc(C#N)c(N)n1O	-9	-8	-2	3.1	-1	0	-5	i	-2
Cc1ccc(-c2cc(C(=O)NN=C3CCCC3)c3ccccc3n2)cc1	3	6	-9	3.6	-9	4	1	i	1
COCCNC(=O)c1ccccc1NC(=O)c1ccccc1SC	3	-9	26	0.2	0	4	-3	i	-5
C=CCn1c(SCC(=O)N2CCN(CCO)CC2)nc2sc3c(c2c1=O)CCC3	-6	-5	-6	1.5	-4	-1	-3	i	-3
CCOc1ccc(/C=C/C(O)=C2/C(=O)NC3(C)CC2c2ccccc2O3)cc1OC (stereo not given)	-10	3	-8	-0.3	-5	-2	1	i	-2
Cc1nn(-c2ccccc2)c(Cl)c1C(=O)Nc1c(C)n(C)n(-c2ccccc2)c1=O	-2	-8	-8	-1.4	-3	3	-3	i	-2
Cc1ccc(NC(=O)CNc2cccc(S(=O)(=O)N3CCOCC3)c2)cc1F	4	7	-33	-0.6	3	-1	-2	i	2
Cc1cc(C)n(S(=O)(=O)c2ccccc2[N+](=O)[O-])n1	-9	-5	-5	-0.9	-1	-3	3	i	-4
C/C(=N\O)C(C)(C)Nc1ccc(F)cc1	6	-6	4	-0.9	-3	4	4	i	0
COCCNC(=O)C1(C)CCN(Cc2ccc(C(C)C)cc2)C1 (stereo not given)	-11	-4	-14	-0.3	6	-7	0	i	-2
O=C(COC(=O)CCc1nc2ccccc2c(=O)[nH]1)Nc1ccccc1OC(F)F	-3	-3	-10	-0.9	-4	-1	-1	i	-10
COc1ccc(NC(=O)NCCCN2CCC(Cc3ccccc3)CC2)cc1	2	-5	10	-0.6	0	-5	-3	i	-3
CCOC(=O)N1CCN(C(=O)CSc2ccc(-c3ccc(OC)cc3)nn2)CC1	5	-4	-6	0.4	1	-5	0	i	-6
COc1ccc2cc3cc(C(=O)N4CCCCC4C)oc3nc2c1 (stereo not given)	-4	75*	-4	3.3	-2	2	-5	i	-14
O=[N+]([O-])c1ccc(NN=CCCc2ccccc2)nc1	-9	27	23	1.2	nt	-3	2	i	-13
Nc1c([N+](=O)[O-])c(=O)oc2ccccc12	2	1	-1	5.9*	3	3	-3	i	-5
Cc1ccc(C(=O)NCC(c2cccs2)N(C)C)cc1S(=O)(=O)N1CCOCC1 (stereo not given)	-14	-6	0	0.1	-3	-2	0	i	-4
N#CC(CCc1ccc([N+](=O)[O-])cc1)(CCc1ccc([N+](=O)[O-])cc1)C(N)=O	52*	13	33	0.0	-1	0	0	i	-2
O=[N+]([O-])c1cc([N+](=O)[O-])c2cc3ccccc3nc2c1	-10	-45	45*	-0.3	-13	6	1	i	-1
O=C(NC(=S)N1CCN(c2ccccn2)CC1)c1ccco1	-5	-5	2	3.9	2	6	-5	i	5

# Already shown: two of the compounds above.
Structure	eLon inh	FAS TE block	MLLE-PAM2 inh	MsrA inh	MT1-MMP act inh	CSN deneddyl inh	Rin1 Abl inh	Rpn11 inh	MsrA act
O=[N+]([O-])c1cc([N+](=O)[O-])c2cc3ccccc3nc2c1	-10	-45	45*	-0.3	-13	6	1	i	-1
O=C(NC(=S)N1CCN(c2ccccn2)CC1)c1ccco1	-5	-5	2	3.9	2	6	-5	i	5

# Continuation.
# Each structure is followed by: eLon inh	FAS TE block	MLLE-PAM2 inh	MsrA inh	MT1-MMP act inh	CSN deneddyl inh	Rin1 Abl inh	Rpn11 inh	MsrA act
NC(=O)c1coc(-c2ccccc2)n1
→ 0	1	7	-0.7	-9	6	1	i	-1
COc1ccc(CCNC(=O)CN2CCC(C(N)=O)CC2)cc1
→ -3	-6	6	-0.5	1	-2	-1	i	-7
COc1ccc(N2CC(=O)N(c3ccccc3)C2=S)cc1
→ -4	-12	11	-1.1	0	-14	-7	i	0
O=C(CSc1ncccn1)NCc1ccc(Cl)cc1
→ -4	-4	-5	-0.6	1	1	2	i	-1
CCOCCc1nnc(NC(=O)c2cc(OC)c(OC)c(OC)c2)s1
→ -1	-4	-3	0.5	20	-7	0	i	-1
CCC(Oc1ccccc1)C(=O)Nc1ccc(S(=O)(=O)Nc2ncccn2)cc1 (stereo not given)
→ -16	1	18	-0.6	1	2	3	i	-2
COC(=O)C1(Cc2cc(-c3ccc(OC)cc3OC)no2)CCN(C(=O)OC(C)(C)C)CC1
→ -6	28	2	0.5	0	-1	3	i	1
O=C(CSc1nc2ccccc2c(=O)n1CCC(=O)N1CCN(c2ccccc2)CC1)NCC1CCCO1 (stereo not given)
→ 0	-6	-6	0.8	7	2	6	i	-5
CCOC(=O)C1=C(NC(=O)c2ccc(Br)o2)Nc2ccccc2N=C1
→ 2	7	2	2.1	-3	0	-1	i	-5
Cc1c(NC(=O)C(C)OC(=O)c2ccc([N+](=O)[O-])cc2Cl)c(=O)n(-c2ccccc2)n1C (stereo not given)
→ -4	1	-20	-0.6	0	-4	2	i	-1
Cc1csc(C(=O)O)c1NC(=O)c1ccc(F)cc1
→ -8	-3	4	-1.3	-1	1	3	i	-2
Cc1ccc(NC(=O)c2ccc(CSc3nnc(-c4ccncc4)n3C)cc2)cc1
→ 0	-7	9	0.5	4	-2	-1	i	1
CCc1nc(Cl)c(C#N)c2c1CSC(C)(C)C2
→ -1	12	-5	0.7	-5	2	3	i	-10
CCC1=Nc2cc(C(=O)NCc3ccco3)ccc2Sc2ccc(C)cc21
→ -6	12	-5	1.1	13	3	-1	i	-5

# Single records, from the list above. Screens in order: eLon inh, FAS TE block, MLLE-PAM2 inh, MsrA inh, MT1-MMP act inh, CSN deneddyl inh, Rin1 Abl inh, Rpn11 inh, MsrA act
# Shown for COc1ccc(CCNC(=O)CN2CCC(C(N)=O)CC2)cc1 → -3, -6, 6, -0.5, 1, -2, -1, i, -7
# Shown for O=C(COC(=O)Cc1ccc(Cl)cc1)NCc1ccc2c(c1)OCO2 → 0, -3, -7, 2.2, 5, 0, 2, i, -5
# Shown for Cc1ccc(NC(=O)[C@H](C)NC(=O)C2CCN(C(=O)[C@H](CC(C)C)NC(=O)OC(C)(C)C)CC2)cc1 → 6, -3, -3, -0.8, 0, -1, 0, i, -10
# Shown for C/C(=N\O)C(C)(C)Nc1ccc(F)cc1 → 6, -6, 4, -0.9, -3, 4, 4, i, 0
